# Compound activity (PubChem BioAssay)
# WRN helicase inh: qHTS for Inhibitors of WRN Helicase; hit rate 0.46% among 360,000; WRN helicase unwinding, fluorescent forked duplex, kinetic; Potency, µM (highest dose often 114 µM), without a hit: at the highest dose activity change, negative = inhibition, most hits filed as inhibitors; further: potency means the concentration at half of the fitted maximal effect; on the % scale 0 is the no-effect control and ±100 the full control effect; nearly all actives have a fitted effect of over 55% in size
#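 Kinetic red-fluorescence monitoring (525/598 nm) tracks WRN helicase activity after 100 nM fluorophore-quencher forked duplex and 2 mM ATP are added to 20 nM enzyme pretreated 15 min at room temperature with compound.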
# GLP-1R agonist: qHTS of GLP-1 Receptor Agonists. Glucagon-like peptide 1 receptor (Homo sapiens), P43220. HEK293 GLP-1R CRE-luciferase, luminescence, 4-6 h; cells express a hypersensitive GLP-1R form. Potency, µM (top dose mostly 45.6 µM), without a hit: at the top dose activation, usual class: activators. hit rate 0.007% among 380,000; further: potency means the concentration at half of the fitted maximal effect; % of control where 0% means no effect
# Target sequence (P43220 whole entry, looked up): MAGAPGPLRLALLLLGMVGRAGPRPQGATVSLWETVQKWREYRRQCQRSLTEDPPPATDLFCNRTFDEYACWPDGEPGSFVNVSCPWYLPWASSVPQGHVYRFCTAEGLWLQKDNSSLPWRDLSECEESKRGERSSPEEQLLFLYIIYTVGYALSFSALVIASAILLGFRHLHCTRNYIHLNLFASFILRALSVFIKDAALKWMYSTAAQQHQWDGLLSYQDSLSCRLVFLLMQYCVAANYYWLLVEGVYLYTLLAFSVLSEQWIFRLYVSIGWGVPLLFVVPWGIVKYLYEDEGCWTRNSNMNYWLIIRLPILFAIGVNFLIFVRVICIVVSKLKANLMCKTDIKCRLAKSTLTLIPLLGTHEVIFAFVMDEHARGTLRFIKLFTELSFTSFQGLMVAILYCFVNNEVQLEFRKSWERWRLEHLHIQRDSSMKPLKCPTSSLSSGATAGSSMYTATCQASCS
# PI5P4K alpha inh: qHTS for Inhibitors of phosphatidylinositol 5-phosphate 4-kinase (PI5P4K); Phosphatidylinositol 5-phosphate 4-kinase type-2 alpha (Homo sapiens), P48426; PI5P4Kalpha enzyme, ADP-Glo luminescence, 60 min; active compounds read low; max response, %; hit rate 1.2% among 330,000; AID 652105, 2013; active means max response of -50% or lower; inconclusive means between -30% and -50%; inactive means -30% or higher; further: value at the top dose of about 77 µM; on the % scale 0 is the no-effect control and ±100 the full control effect
# Target sequence (P48426 whole entry, looked up): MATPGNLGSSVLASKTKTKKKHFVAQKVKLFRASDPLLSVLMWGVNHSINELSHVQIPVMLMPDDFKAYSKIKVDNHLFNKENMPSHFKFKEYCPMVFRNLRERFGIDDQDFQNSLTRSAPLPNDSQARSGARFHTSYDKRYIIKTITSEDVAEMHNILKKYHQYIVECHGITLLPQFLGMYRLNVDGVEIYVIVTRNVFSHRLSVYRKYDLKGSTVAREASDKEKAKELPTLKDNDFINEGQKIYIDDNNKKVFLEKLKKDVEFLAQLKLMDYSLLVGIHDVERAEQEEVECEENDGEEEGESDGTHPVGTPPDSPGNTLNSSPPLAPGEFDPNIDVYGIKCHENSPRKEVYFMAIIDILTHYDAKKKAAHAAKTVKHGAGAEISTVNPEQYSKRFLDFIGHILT
#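 Single end-point luminescence (ADP-Glo) quantified ADP from PI5P4Kalpha turnover; ATP 5 microM final, 1 h at RT, 0.1% CHAPS and 0.28 mM EGTA in HEPES pH 7.4.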
# IL2 activator: qHTS of IL-2 Activators; IL-2 activation reporter assay, cell-based qHTS; stimulated with anti-CD3/CD4/CD28 beads; in transgenic mouse T cells; activation, % (series mostly up to about 46 µM); hit rate 0.065% among 360,000; AID 652025, 2013; in the data active means activation above about 50%; inconclusive means mostly about 30% to 49%; further: 0% is about no effect
#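 EGFP and DsRed fluorescence is measured by plate cytometry in unstimulated transgenic mouse T cells exposed to compound for 60 minutes, then stimulated 18 hours at 37 degrees C with anti-CD3/anti-CD4 beads plus anti-CD28.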
# GLP1R inv ag: qHTS of GLP-1 Receptor Inverse Agonists (Inhibition Mode); HEK293 GLP-1R CRE-luciferase, luminescence, 24 h; GLP-1R form is constitutively active; Potency, µM (series often up to 38.3 µM), inactives show top-dose activity change, negative = inhibition, hits mostly inhibitors; Glucagon-like peptide 1 receptor (Homo sapiens), P43220; hit rate 1.6% among 410,000; further: potency means the concentration at half of the fitted maximal effect; on the % scale 0 is the no-effect control and ±100 the full control effect; nearly all actives have a fitted effect of over 55% in size
#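 Readout was luciferase luminescence, measured 12 min after detection reagent at room temperature. Beforehand, GLP-1R reporter HEK293 cells had sat 12 h, then received compounds for 24 hr at 37 deg C.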
# HEK293 tox: qHTS of GLP-1 Receptor Inverse Agonists: Cytotox Screen; HEK293 cAMP-luciferase reporter cells, luminescence, 24 h; Potency, µM (highest dose often 38.3 µM), for the others: at the top dose activity change, negative = inhibition, usual class: inhibitors; hit rate 0.13% among 410,000;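 further: loss of luciferase light is scored as toxicity; potency means the concentration at half of the fitted maximal effect; on the % scale 0 is the no-effect control and ±100 the full control effect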
#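 To flag toxic compounds, the library was rerun on cells for 24 hr at 37 deg C and 5% CO2. Viability-linked luminescence was captured 12 min after adding luciferase detection reagent.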
# DRD3 antagonist: qHTS of D3 Dopamine Receptor Antagonist: qHTS; hit rate 2.5% among 360,000; D(3) dopamine receptor (Homo sapiens), P35462; D3R cells, DiscoveRx beta-arrestin luminescence, antagonist mode; active compounds read low; max response, negative = inhibition, %; in the data active means max response below about -50%; inconclusive means no clear call, values can overlap the other calls; further: on the % scale 0 is the no-effect control and ±100 the full control effect; mostly tested at two doses, the higher about 12 µM
#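 Cells expressing the human receptor were seeded at 1500 cells/well, incubated overnight at 37 degrees C in 5% CO2, then exposed to library compounds with dopamine controls for 90 minutes at 37 degrees C before luminescent detection.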
# PLK1 PBD inh: qHTS for Inhibitors of PLK1-PDB (polo-like kinase 1 - polo-box domain): Primary Screen. Serine/threonine-protein kinase PLK1 (Homo sapiens), P53350. Plk1 PBD binding of FITC phosphopeptide, fluorescence polarization. Potency, µM, without a hit: max response, negative = inhibition, most hits filed as inhibitors. hit rate 2.8% among 360,000. AID 720504, 2013; further: potency means the concentration at half of the fitted maximal effect; series mostly up to about 57 µM; on the % scale 0 is the no-effect control and ±100 the full control effect; nearly all actives have a fitted effect of over 65% in size
# D3 ag: qHTS of D3 Dopamine Receptor Agonist: qHTS. hit rate 0.58% among 410,000. D3R DiscoveRx beta-arrestin cells, luminescence, 90 min. max activation, %. AID 652048, 2013; in the data active means max activation above about 30%; further: 0% is about no effect; mostly tested at two doses, the higher about 12 µM
#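 Agonist-mode cell screen: cells plated at 1500/well and incubated overnight at 37 °C, then exposed to library compounds for 90 min at 37 °C. Detection reagent was added for 30–60 min at room temperature, and luminescence was read.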
# * marks the source's active call; other numbers are inactive results; ? = inconclusive; · = no result given; & = joins results of further samples; [ ] = dose if it differs, or a comment. Unless noted, the call rests on the fitted dose curve; in most records, active means well fitted curve in the direction sought with a large enough effect; inconclusive means small, poorly fitted or top-dose-only effect, or another doubt; inactive means no such curve, though single readings can be large; an effect the other way counts as inactive or inconclusive. This is a random part of the collection. About 7.8% of those tested had a hit in this group.
SMILES,WRN helicase inh,GLP-1R agonist,PI5P4K alpha inh,IL2 activator,GLP1R inv ag,HEK293 tox,DRD3 antagonist,PLK1 PBD inh,D3 ag
C(#Cc1c(-c2ccsc2)sc2ccccc12)c1ccsc1,-12%,15%,1,-2.2,-10%,1%,2,-15%,-14
CCc1nnc(NC(=O)c2nc(Cl)ccc2Cl)s1,12%,-1%,-8,-0.3,18%,-4%,-8,-11%,-3
O=C(NCCNc1ccc(Cl)cc1[N+](=O)[O-])c1ccccc1F,0%,8%,0,-0.5,-4%,-9%,-11,-8%,-4
O=C(NC(=S)NNC(=O)c1ccccc1[N+](=O)[O-])c1ccc(Br)cc1,-9%,5%,?,-2.7,22%,-5%,-12,?,1
CCC(C(=O)OCC(=O)Nc1cc(Cl)ccc1Cl)c1ccccc1 (stereo unspecified),-4%,1%,0,-0.1,?,-12%,-4,-3%,3
C=CCn1c(C(C)(C)C)nc2ccccc21,7%,16%,-7,-1.8,?,4%,21,-5%,-8
Cc1cc(C)n(CC(=O)N2CCCC(N3CCN(c4cccc(C(F)(F)F)c4)CC3)C2)n1 (stereo unspecified),-1%,-9%,4,-0.8,-42%,-17%,6,-1%,2
CCc1cc(=O)oc2cc3oc(C)c(C)c3cc12,0%,2%,1,-1.3,0%,-9%,49,2%,-1
COc1ccc2c(c1)OC[C@H]1[C@H]2N2C(=O)CN(C)C(=O)[C@@]2(C)[C@H]1c1ccccc1,-6%,5%,-4,-1.0,11%,3%,1,2%,0
COc1ccc(OC)c(C(=O)/C=C/c2cccnc2)c1,7%,-4%,1,-0.6,?,?,?,-12%,-7
O=C(CNS(=O)(=O)c1ccccc1)N1CCCC1,1%,2%,3,0.4,11%,18%,3,-15%,-9
CCN(CC)S(=O)(=O)c1ccc(C(=O)NC(=S)N(CCC#N)Cc2cccnc2)cc1,-3%,0%,-1,-1.8,5%,11%,-24,-9%,-6

# Nothing new here: 2 of the compounds above.
SMILES,WRN helicase inh,GLP-1R agonist,PI5P4K alpha inh,IL2 activator,GLP1R inv ag,HEK293 tox,DRD3 antagonist,PLK1 PBD inh,D3 ag
C(#Cc1c(-c2ccsc2)sc2ccccc12)c1ccsc1,-12%,15%,1,-2.2,-10%,1%,2,-15%,-14
CCc1nnc(NC(=O)c2nc(Cl)ccc2Cl)s1,12%,-1%,-8,-0.3,18%,-4%,-8,-11%,-3

# Other results follow.
SMILES,WRN helicase inh,GLP-1R agonist,PI5P4K alpha inh,IL2 activator,GLP1R inv ag,HEK293 tox,DRD3 antagonist,PLK1 PBD inh,D3 ag
COCc1nnc(NS(=O)(=O)c2ccc(Cl)cc2)s1,-1%,-3%,-5,1.2,14%,11%,6,-5%,4
Cn1cc2cc(NC(N)=S)ccc2n1,4%,1%,-2,1.5,19%,-3%,9,4%,-2
O=C(C[C@@H]1C/C=C\C[C@@H](Cc2ccc(F)cc2)C(=O)OC[C@@H]2CCCN2C1=O)NCCO,-5%,-2%,-6,-0.6,1%,0%,-5,-3%,-8
Cc1cc(C(=O)COc2cc(F)ccc2[N+](=O)[O-])c(C)n1C1CC1,-13%[57.1 µM],9%,-6,-1.0,1%,-2%,28,-7%,4
COc1ccc(/C=N/c2oc(C)c(C)c2C#N)c(OC)c1,9%,1%,0,-1.8,18%,-2%,3,2%,2
O=C(Nc1ccc(Oc2cccnc2)cc1)c1cccc([N+](=O)[O-])c1,-6%,1%,4,-3.7,-39%,-13%,-15,2%,1
Cc1ccccc1NC(=S)NCc1ccc(F)cc1,-5%,-2%,3,-4.3,?,?,-5,-12%,4
CC(C)NC(=O)c1ccc2c(c1)N(CC(=O)Nc1ccccc1F)C(=O)C(C)(C)O2,6%,-2%,-4,-0.3,0%,-21%,-7,4%,-7
CCC(C)NC(=O)CSc1ccc(Cl)cc1 (stereo unspecified),-5%,-4%,1,-1.2,-8%,38%,-28,-14%,-5
C[C@H]1CN([C@@H](C)CO)C(=O)c2c(c3ccccc3n2C)-c2ccccc2CO[C@H]1CN(C)Cc1cccc(F)c1,-6%,-3%,17,-0.2,?,?,4,1%,1
Cn1cnnc1SCC(=O)Nc1ccccc1,4%,-1%,5,-0.5,-7%,-9%,22,0%,10
COc1ccc(-c2nnc(SC(C)C(=O)Nc3cccc(Cl)c3)o2)cc1 (stereo unspecified),-9%,3%,12,1.0,?,-15%,42,1%,0
O=C(N/N=C/c1cc(Br)c(O)c(Br)c1)c1cccc(C(F)(F)F)c1,-7%,-6%,1,-1.1,-3%,-6%,0,-2%,-2
O=C(CSc1ncccc1C(=O)O)c1ccccc1F,-2%,0%,-3,-3.0,7%,7%,6,-14%,1
CC(=NCC1CCNCC1)C1=C(O)CC(C)(C)CC1=O,1%,-6%,4,0.3,-16%,-19%,24,-6%,4
COc1ccccc1N(C)S(=O)(=O)c1ccc(C(=O)NNC(=O)c2ccccc2O)cc1,-11%,-11%,-13,1.4,?,-5%,1,-3%,11
O=C(c1ccccc1)N1CCN(CCc2ccccc2)CC1,2%,-1%,6,0.3,-10%,-15%,-6,-3%,-19
O=C(NNC1=Nc2ccccc2SC1)c1ccc(Cl)cc1,-5%,0%,2,-4.0,?,?,-73*,2%,-20
C=CCC(=O)NC(C)c1cnn(-c2ccccc2C)c1C (stereo unspecified),5%,-1%,1,-0.2,16%,-1%,-7,-3%,4
Cc1cc(C)n(-c2nc3ccccc3c(=O)n2OCCOc2ccccc2)n1,-17%,-1%,-3,-2.8,?,-8%,14,3.4µM*,1
CCOC(=O)CSc1nnc(CNC(=O)c2ccc(OC)cc2)n1-c1ccc(OC)cc1,-2%,1%,2,-3.2,-14%,0%,-4,-14%,1
CC(C#N)Sc1ccc(S(=O)(=O)N2CCCC2)cn1 (stereo unspecified),-17%,1%,-8,-1.7,3%,8%,5,-11%,0
CCCc1nnc(NC(=O)CC(=O)OCC)s1,-5%[57.1 µM],-11%,-3,-3.2,3%,-2%,-29,4%,2
O=C(Cn1cc(SCc2cccc(Cl)c2)c2ccccc21)N1CCOCC1,-5%,0%,18,0.1,?,2%&-6%,11,-6%,-13&9
CCCN(CC(=O)Nc1ccccc1C)C(=O)c1cnc(C)cn1,-3%,-2%,6,-1.6,0%,-2%,-7,-1%,17
O=C(NC(=S)Nc1ccc(Br)cn1)c1cccnc1,-8%,12%,-3,1.1,33%[activator],-7%,-15,-13%,-4
O=C(CSc1nnc(C2CC2)n1-c1ccccc1)NC1CCS(=O)(=O)C1 (stereo unspecified),4%,4%,3,1.3,6%,6%,-15,-18%,0
Cc1ccc(S(=O)(=O)N/N=C\c2cn(CC(N)=O)c3ccccc23)cc1C,-28%,4%,3,-4.0,-29%,3%,-13,-1%,-15
COc1ccc(C(C#N)N2N=C(C)CC2c2ccccc2)cc1OC (stereo unspecified),-8%,5%,4,-2.3,9%,5%,9,-17%,4
Cn1nc(C(=O)NC2CCCc3ccccc32)ccc1=O (stereo unspecified),7%,4%,7,-0.3,17%,-3%,27,1%,7
CCC(C)NC(=O)c1ccccc1-c1ccccc1C(=O)NC(C)CC (stereo unspecified),2%,7%,15,0.5,1%,1%,13,-9%,-1
CCC(CO)Oc1cc(NC(=O)c2ccc(N)cc2)c2ncn(C(C)C)c2c1 (stereo unspecified),-33%,-2%,-6,-1.8,5%,-14%,2,-1%,-36
CCc1nc2c(OCC(=O)C(C)(C)C)cccn2c1N(C)C(=O)c1cccs1,-3%,-1%,2,0.4,14%,4%,17,1%,9
COc1ccc(/C=C2\SC(=O)N(CCNC(=O)C3=COCCO3)C2=O)cc1,-3%,5%,3,-1.6,-27%,?,-1,-3%,0
c1ccc(-c2noc(CN3CCN(C(c4ccccc4)c4ccccc4)CC3)n2)cc1,-24%,-2%,·,-2.6,16%,0%,-13,-3%,1
COCc1c(C(=O)Nc2ccc3nc(N4CCOCC4)sc3c2)oc2ccccc12,?,-26%,3,-0.6,?,?,0,-15%,6

# Nine entries from above, sorted by count of non-hydrogen atoms, low to high.
SMILES,WRN helicase inh,GLP-1R agonist,PI5P4K alpha inh,IL2 activator,GLP1R inv ag,HEK293 tox,DRD3 antagonist,PLK1 PBD inh,D3 ag
O=C(NC(=S)Nc1ccc(Br)cn1)c1cccnc1,-8%,12%,-3,1.1,33%[activator],-7%,-15,-13%,-4
Cn1nc(C(=O)NC2CCCc3ccccc32)ccc1=O (stereo unspecified),7%,4%,7,-0.3,17%,-3%,27,1%,7
CCCN(CC(=O)Nc1ccccc1C)C(=O)c1cnc(C)cn1,-3%,-2%,6,-1.6,0%,-2%,-7,-1%,17
COc1ccc(C(C#N)N2N=C(C)CC2c2ccccc2)cc1OC (stereo unspecified),-8%,5%,4,-2.3,9%,5%,9,-17%,4
CCC(C)NC(=O)c1ccccc1-c1ccccc1C(=O)NC(C)CC (stereo unspecified),2%,7%,15,0.5,1%,1%,13,-9%,-1
COc1ccc(/C=C2\SC(=O)N(CCNC(=O)C3=COCCO3)C2=O)cc1,-3%,5%,3,-1.6,-27%,?,-1,-3%,0
CCc1nc2c(OCC(=O)C(C)(C)C)cccn2c1N(C)C(=O)c1cccs1,-3%,-1%,2,0.4,14%,4%,17,1%,9
COCc1c(C(=O)Nc2ccc3nc(N4CCOCC4)sc3c2)oc2ccccc12,?,-26%,3,-0.6,?,?,0,-15%,6
c1ccc(-c2noc(CN3CCN(C(c4ccccc4)c4ccccc4)CC3)n2)cc1,-24%,-2%,·,-2.6,16%,0%,-13,-3%,1
